Growth percent in the NCI-60 one-dose screen (48 h, 10 µM unless noted): 100 = growth as untreated, 0 = no growth, -100 = all killed.
RPMI-8226 = RPMI-8226 leukemia cells; 77,000 tested, 7.5% active
MDA-MB-468 = MDA-MB-468 breast cancer; 78,000 tested, 8.5% active
CCRF-CEM = CCRF-CEM leukemia; AID 1794778; 77,000 tested, 7% active
MDA-MB-435 = MDA-MB-435 melanoma | 82,000 tested, 7.8% active | AID 1794794
K-562 = K-562 leukemia; 78,000 tested, 7.4% active; AID 1794777
MOLT-4 = MOLT-4 leukemia cells; 80,000 tested, 6.9% active; AID 1794779
SR = SR leukemia cells; 73,000 tested, 8.7% active; AID 1794780
HOP-62 = HOP-62 NSCLC; AID 1794735; 80,000 tested, 3.9% active
Active calls of the source: *; nt = no result given; & = joins results of further samples; ! = a repeat was not active. How the source made its calls: active means growth percent below 10; inactive means the rest.

SMILES	RPMI-8226	MDA-MB-468	CCRF-CEM	MDA-MB-435	K-562	MOLT-4	SR	HOP-62
O=C(CS(=O)(=O)c1ccccc1)CS(=O)(=O)c1ccccc1	111	106	104	83	nt	nt	nt	115
Nc1ccc2c3c(cccc13)-c1ccccc1-2	34	89	25	96	84	32	93	100
COc1ccc(-c2nc3ccc(-c4nnc(SCc5ccccc5)o4)cc3[nH]2)cc1	7.2*	-24*	14	-30*	11	12	6.9*	-73*
CC(C)(C)n1cc(-c2ccnc(NCCCNS(=O)(=O)c3ccc(C(F)(F)F)cc3)n2)c(-c2ccc(F)c(O)c2)n1	60	67	60	77	27	49	56	112
COC(=O)c1cc(CN(C)C)c(O)c(CN(C)C)c1	105	109	105	105	93	101	101	114
CCOC(=O)c1c(CN2CCN(C)CC2)nc2ccc(Cl)cc2c1-c1ccccc1	25	64	38	54	12	32	-2.6*	71
COc1cc2c(cc1OC)C1=NN(C(=O)Nc3ccc(F)cc3)C(c3ccccc3Cl)C1C2 (centres undefined)	85	81	86	66	30	77	61	101
C=C(c1ccc(C(=O)O)cc1)c1cc2c(cc1C)C(C)(C)CCC2(C)C	2.7*!	103&109	90&60	84&96	58&53	79&71	85&46	67&80
COCCNC(=O)c1ccc(-c2nc3ccc4[nH]ncc4c3c3c2CCCC3)cc1	30	4.8*	18	16	25	18	5.5*	40
O=C(O)C(c1ccccc1)N1C(=O)/C(=C/c2ccc(O)c(O)c2)SC1=S (centres undefined)	114	113	113	105	106	109	104	108

Record cards, from the list above. Order of screens: RPMI-8226	MDA-MB-468	CCRF-CEM	MDA-MB-435	K-562	MOLT-4	SR	HOP-62
CC(C)(C)n1cc(-c2ccnc(NCCCNS(=O)(=O)c3ccc(C(F)(F)F)cc3)n2)c(-c2ccc(F)c(O)c2)n1 across the screens: 60	67	60	77	27	49	56	112
Nc1ccc2c3c(cccc13)-c1ccccc1-2 across the screens: 34	89	25	96	84	32	93	100
COCCNC(=O)c1ccc(-c2nc3ccc4[nH]ncc4c3c3c2CCCC3)cc1 across the screens: 30	4.8*	18	16	25	18	5.5*	40
COc1cc2c(cc1OC)C1=NN(C(=O)Nc3ccc(F)cc3)C(c3ccccc3Cl)C1C2 (centres undefined) across the screens: 85	81	86	66	30	77	61	101
O=C(O)C(c1ccccc1)N1C(=O)/C(=C/c2ccc(O)c(O)c2)SC1=S (centres undefined) across the screens: 114	113	113	105	106	109	104	108

Ordered by count of non-hydrogen atoms (rising): 4 of the compounds above.
SMILES	RPMI-8226	MDA-MB-468	CCRF-CEM	MDA-MB-435	K-562	MOLT-4	SR	HOP-62
COC(=O)c1cc(CN(C)C)c(O)c(CN(C)C)c1	105	109	105	105	93	101	101	114
O=C(CS(=O)(=O)c1ccccc1)CS(=O)(=O)c1ccccc1	111	106	104	83	nt	nt	nt	115
O=C(O)C(c1ccccc1)N1C(=O)/C(=C/c2ccc(O)c(O)c2)SC1=S (centres undefined)	114	113	113	105	106	109	104	108
COc1ccc(-c2nc3ccc(-c4nnc(SCc5ccccc5)o4)cc3[nH]2)cc1	7.2*	-24*	14	-30*	11	12	6.9*	-73*

Returning to the listing, repeating the five entries before the break.
SMILES	RPMI-8226	MDA-MB-468	CCRF-CEM	MDA-MB-435	K-562	MOLT-4	SR	HOP-62
CCOC(=O)c1c(CN2CCN(C)CC2)nc2ccc(Cl)cc2c1-c1ccccc1	25	64	38	54	12	32	-2.6*	71
COc1cc2c(cc1OC)C1=NN(C(=O)Nc3ccc(F)cc3)C(c3ccccc3Cl)C1C2 (centres undefined)	85	81	86	66	30	77	61	101
C=C(c1ccc(C(=O)O)cc1)c1cc2c(cc1C)C(C)(C)CCC2(C)C	2.7*!	103&109	90&60	84&96	58&53	79&71	85&46	67&80
COCCNC(=O)c1ccc(-c2nc3ccc4[nH]ncc4c3c3c2CCCC3)cc1	30	4.8*	18	16	25	18	5.5*	40
O=C(O)C(c1ccccc1)N1C(=O)/C(=C/c2ccc(O)c(O)c2)SC1=S (centres undefined)	114	113	113	105	106	109	104	108
O=C1/C(=C/C2=Cc3ccccc3OC2)SC(=S)N1c1cccc(O)c1	74	84	77	93	61	73	nt	95
CC(C)[C@H](C(=O)O)N1C(=O)c2ccccc2C1=O	116	103	87	109	101	83	101	81
N#C/C(=C\c1ccc(-c2cc(Cl)ccc2Cl)o1)c1nc(-c2ccccc2)cs1	95	125	95	104	89	102	101	92
CN1C(=O)C2=C(NCCN(C(=O)Cc3ccc(C(F)(F)F)cc3)C2c2ccc(Cl)c(Cl)c2)C1(C)C (centres undefined)	83	98	97	103	94	87	98	94
O=S(=O)(NCCCNc1cc(-c2c(-c3cccc(O)c3)nc3sccn23)ccn1)c1ccc(Br)cc1	40	51	35	44	36	38	nt	104
O=C1Nc2ccccc2/C1=C/c1cn(C(=O)c2c(Cl)cccc2Cl)c2ccccc12	52	33	71	86	46	44	nt	89
Cc1c(C(=O)CN2C3CCC2CC3)c2ccc(CCS(C)(=O)=O)cc2n1-c1ccc(Cl)cc1	79	88	98	104	92	91	90	94
Cc1nn(CCO)c(C)c1N=[N+]([O-])c1c(C)nn(CCO)c1C	-35*	-59*	1.9*	-25*	-32*	nt	nt	88
Nc1n[nH]c(-c2ccccc2CO)c1-c1nc2ccccc2s1	103	128	103	107	101	101	101	89
COc1ccc(OC)c(-c2cnc3nonc3n2)c1	nt	85	90	119	85	89	76	96
COc1ccc(-c2nn(-c3ccccc3)cc2C2SCC(=O)N2c2ccccc2)cc1OC (centres undefined)	106	100	97	101	107	107	86	101
COc1ccc(-c2nc(C(Cl)Cl)nc3cc(-c4ccccc4)nn23)cc1	15	-56*	18	-30*	7.9*	4.0*	4.1*	-11*
O=c1c2cc(Nc3nc(-c4ccc(F)cc4)cs3)ccc2nc2n1CCC2	75	96	90	100	81	76	68	106
COc1ccc(C(=O)N/N=C/c2ccc(OC)c([N+](=O)[O-])c2)cc1	117	99	99	95	105	105	112	106
Cc1cc2n(n1)C(C(C)C)C(C(=O)c1cc(Cl)c(C)cc1O)=CN2 (centres undefined)	35	38	72	71	76	43	75	88
O=C(O)c1cc(Br)cc(Br)c1NS(=O)(=O)c1ccccc1	101	96	97	100	114	101	98	111
CCc1ccccc1-n1c(-c2ccc(Cl)cc2)cc(-c2ccc(OC)cc2)c(C#N)c1=O	79	104	-41*	89	101	103	nt	103
CCN(CC)CCCNc1nc(Cl)nc(NCCCN(CC)CC)n1	97	97	90	104	97	91	94	75
O=S(O)c1ccc(Cl)cc1	105	nt	35	97	nt	108	99	nt
CC(=O)c1nn(-c2ccc(S(N)(=O)=O)cc2)c(-c2ccc(C)cc2)c1S(=O)(=O)c1ccccc1	91	nt	87	98	95	93	106	95
CC(=O)CN1C(=O)c2ccccc2C1=O	106	130	105	106	106	100	103	95
Cc1nn(-c2ccccc2)c(N2CCCC2)c1-c1nc2ccc(C(=O)NN=Cc3ccc(Cl)cc3)cc2[nH]1	44	78	60	72	60	57	46	72
COc1ccc(N2CCN(C(=O)CSc3ccc(-c4nc5cc(C)c(C)cc5[nH]4)cn3)CC2)cc1	17	49	18	73	35	6.9*	44	85
CCc1ccc(-c2ccc(-n3nc(C)c4c(=O)[nH]cnc43)cc2)cc1	102	100	nt	100	78	74	81	103
O=C(O)CC1(c2ccccc2)OC(=O)c2ccccc21 (centres undefined)	89	119	90	112	108	87	98	113
CCOC(=O)C1=C(C)NC(=O)NC1c1ccc(OC)cc1 (centres undefined)	97	88	nt	102	99	92	93	99
NC(N)=N/N=C(\C=C\c1ccccc1)C(=O)O	98	97	95	105	111	107	103	nt
Cc1cc(=O)[nH]c(SCC(=O)N2CCN(c3cc4c(cc3F)c(=O)c(C(=O)O)cn4C3CC3)CC2)n1	102	93	93	104	106	108	96	94
Nc1nnc(CSc2nnc3n(Cc4ccccc4)c(=O)c4c5c(sc4n23)CCCC5)s1	65	nt	69	106	64	71	84	99
Cc1[nH]n(C(N)=S)c(=O)c1N=Nc1ccc(S(=O)(=O)Nc2ccncn2)cc1	47	86	-34*	136	103	106	111	103
COc1ccc(CN2[C@@H](C(=O)NCc3ccc(C(=O)NO)cc3)Cc3c([nH]c4ccccc34)[C@@H]2C)cc1	20	7.6*	16	-36*	12	11	15	38
O=C(OCc1ccccc1)c1ccccc1C(=O)OCc1ccccc1	111	109	110	105	114	83	104	89
O=C(Nc1ncc(Cc2ccccc2)s1)C1CCCCC1	101	103	114	88	73	98	93	114
Cc1ccc2[nH]c(=O)c3c(c2c1)Oc1ncn2nc(-c4ccco4)nc2c1C3c1ccc(Cl)cc1 (centres undefined)	101	96	97	98	93	103	106	92
CCc1nc2cc(Cl)ccc2c(=O)n1-c1c(CC(=O)O)cnn1C	105	94	98	106	102	99	94	103
CCCCOc1ccc(OCCCN2CCOCC2)cc1	95	99	91	103	69	81	91	103
CCOc1ccc(N2C(=O)C(C)CNC2=S)cc1 (centres undefined)	102	90	98	100	98	107	111	109
Fc1cccc(CSc2ncnc3c2ncn3C2CCCCO2)c1 (centres undefined)	93	77	108	104	99	91	88	97
Cc1c(C(=O)Nc2cccc(S(=O)(=O)N3CCCC3)c2)nnn1-c1ccccc1	52	15	73	82	32	67	51	68
CCOC(=O)CNC(=O)C1(NC(=O)CNC(=O)OCc2ccccc2)CCCC1	nt	131	102	96	103	106	103	112
O=C1/C(=C/c2ccc(OCc3ccccc3)cc2)Oc2cc(OCCN3CCCCC3)ccc21	54	48	73	55	9.2*	76	13	96
CC(=O)CC(=O)Nc1ccc(NC(=O)CC(C)=O)cc1	113	93	104	110	97	100	86	105
N#Cc1c(-c2ccco2)nc(SCc2cccc(C(=O)O)c2)[nH]c1=O	97	120	101	103	97	100	99	94
NC(=O)c1c(NC(=O)Nc2ccc(F)c(Cl)c2)sc2cc(O)ccc12	71	95	35	67	52	49	44	85
COC(=O)C1CSCC1=O (centres undefined)	100	105	93	110	93	89	79	101
Nc1c2c(nc3ccc(Cl)cc13)CC(c1ccc(O)cc1)CC2=O (centres undefined)	35	18	43	-38*	19	47	32	56
N#Cc1c(-c2cccs2)cc(-c2cnccn2)nc1SCC(=O)c1ccccc1	106	87	94	101	99	106	110	107
CNCc1ccc([N+](=O)[O-])cc1	95	107	86	103	112	112	103	86
COc1cc(-c2nc3c(c(C)nc4c3nnn4-c3ccccc3)c(=O)o2)cc(OC)c1OC	105	110	96	106	106	102	108	nt
COc1ccc(C(O)(CNC2CCCCC2)c2ccccc2)cc1 (centres undefined)	106	99	97	102	89	86	88	99
The listing continues:
SMILES	RPMI-8226	MDA-MB-468	CCRF-CEM	MDA-MB-435	K-562	MOLT-4	SR	HOP-62
Cc1nnc(C)n1N	99	90&107	102&136	110&102	105&113	101&91	109&98	103&104
Nc1c(C(=O)c2ccc3c(c2)OCO3)sc2nc3c(cc12)CN(Cc1ccccc1)CC3	54	74	48	20	25	50	31	105
COC(=O)/C=C/CCCC1CCCCC1	100	85	92	91	105	110	94	95
COc1ccc(CNc2c(OC)nc(N)nc2-n2c(-c3ccc(OC)cc3)nc3ccccc32)cc1	101	106	103	109	105	98	101	92
COC(=O)CCc1n(Cc2ccc3ccccc3c2)c2ccccc2[n+]1Cc1ccc2ccccc2c1	-21*	-15*	9.9*	-13*	9.2*	3.6*	-48*	19
O=C(Nc1ccccc1Br)c1ccc(Cl)cc1Cl	104	75	105	101	103	103	103	110
Cc1ccc2c(c1)C(=O)/C(=C/c1ccc(Cl)cc1)S2	86	93	100	103	73	90	74	101
CS(=O)(=O)Nc1ccc(C(=O)NC(C(=O)NO)c2ccc(Cl)cc2)cc1 (centres undefined)	101	95	110	106	107	103	128	100
N#C/C(=C\c1cccc(F)c1)c1nc(N)nc(Nc2ccc(S(N)(=O)=O)cc2)n1	99	83	99	101	94	101	95	96
Clc1ccc(-c2ccc(OCCCN3CCN(c4ccncc4)CC3)cc2)cc1	-9.8*	-9.7*	4.4*	33	-46*	2.0*	-21*	54
CN1CCN(C(=O)OCCOCCOC(=O)N2CCN(C)CC2)CC1	81	107	8.2*	99	106	53	95	106
CC(=O)Nc1ccc(CC(=O)N2CCN(c3ccc(C(F)(F)F)cn3)CC2)cc1	91	100	85	105	87	86	nt	113
OC(CNc1ncccn1)c1ccccc1 (centres undefined)	88	100	76	116	60	65	nt	99
Cc1ccc2c(c1)c(=O)n(-c1ccccc1)c1nnc(/C=C/c3ccccc3)n21	nt	104	95	83	84	87	78	nt

Rows were taken by chance (roughly 15% active in at least one column).
